procasp3 activ = activators of human procaspase-3 D3A mutant, primary screen, biochemical, absorbance, PC-3 D3A mutant, single concentration. Caspase-3 (Homo sapiens), P42574. recombinant procaspase-3 D3A, Ac-DEVD-pNA absorbance 405 nm. activation, % at 8.5 µM. actives 0.11% (n = 330,000). AID 463141, 2010;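 active = activation above the mean of all tested compounds plus 3 SD, cut at about 21% in these data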;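 note: 0% = DMSO alone and 100% = DMSO wells spiked with extra 5 µM PC-3 D3A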
Target sequence (P42574 whole entry D9A/D28A/D175A): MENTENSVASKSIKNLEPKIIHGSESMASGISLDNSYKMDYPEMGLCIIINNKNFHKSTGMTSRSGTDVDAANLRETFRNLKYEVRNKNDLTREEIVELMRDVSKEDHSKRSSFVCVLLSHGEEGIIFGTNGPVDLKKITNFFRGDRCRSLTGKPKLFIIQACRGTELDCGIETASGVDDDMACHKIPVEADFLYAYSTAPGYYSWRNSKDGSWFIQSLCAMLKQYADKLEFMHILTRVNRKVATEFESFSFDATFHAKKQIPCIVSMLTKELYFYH
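Test system: Procaspase-3 D3A mutant; medium: Zinc-free HEPES/NaCl buffer with 0.01% Triton X-100 at pH 7.4; reagent: DEVD-pNA substrate; doses: one concentration, 8.5 µM nominal, 0.8% DMSO; times: 1 h preincubation plus 2 h reaction at 25 °C; signal: Epi-absorbance at 405 nm of released p-nitroaniline, 0 and 120 min; replicates: singlicate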
MEP2 TOR yeast = modulators of MEP2-GFP levels in yeast, primary screen, S. cerevisiae, multiplex flow cytometry, MLPCN library; S. cerevisiae MEP2-GFP strain, 3 h; 100% = DMSO control level; actives 0.51% (n = 330,000); GFP response vs DMSO, % at 10 µM; AID 2016, 2009;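 active = GFP response versus DMSO above a set limit, roughly screen mean plus 3 SD, cut at about 180% in these data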;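 note: median GFP fluorescence of the barcode-gated MEP2-GFP cells per well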
procasp7 counter = procaspase-7 activators, primary screen, counter-screen for procaspase-3 activator project, biochemical, absorbance, HTS, human. Caspase-7 (Homo sapiens), P55210. recombinant procaspase-7, Ac-DEVD-pNA absorbance 405 nm; D23A/D198A/D206A triple mutant, cannot self-cleave; scale: DMSO 0, 5 µM enzyme 100. activation, % at 8.5 µM. actives 0.093% (n = 330,000). AID 463210, 2010;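 active = percent activation above the screen-wide mean plus 3 SD, cut at about 25% in these data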
Target sequence (P55210 whole entry D23A/D198A/D206A): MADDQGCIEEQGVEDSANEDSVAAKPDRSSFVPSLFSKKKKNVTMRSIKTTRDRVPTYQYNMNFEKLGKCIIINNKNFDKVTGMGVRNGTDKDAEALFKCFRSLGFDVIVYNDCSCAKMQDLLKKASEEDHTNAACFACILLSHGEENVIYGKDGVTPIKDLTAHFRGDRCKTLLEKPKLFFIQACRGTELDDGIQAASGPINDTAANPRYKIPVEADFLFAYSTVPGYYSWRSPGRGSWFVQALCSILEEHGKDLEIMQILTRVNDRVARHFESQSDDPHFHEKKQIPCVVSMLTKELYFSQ
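System: Procaspase-7 triple mutant (PC-7 D3A); measure: % activation from two-timepoint absorbance difference, scaled to controls; times: 1 h compound preincubation, 2 h substrate cleavage, 25 °C; also added: Ac-DEVD-pNA substrate, 400 µM as added; measured by: Epi-absorbance of released pNA at 405 nm, two timepoints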
LAP4-GFP MLPCN = modulators of LAP4-GFP expression in yeast, primary screen, S. cerevisiae, multiplex flow cytometry, MLPCN library; GFP response vs DMSO, % at 10 µM; actives 0.34% (n = 320,000); 3 h; median GFP as percent of DMSO wells; AID 2023, 2009;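 active = GFP response vs DMSO above a set limit, about the screen mean plus 3 SD, cut at about 150% in these data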
Yeast superoxide = reduction of superoxide in aged yeast, primary screen, HTS | actives 0.18% (n = 330,000) | S. cerevisiae aged cells, superoxide DHE fluorescence; hits give low values | superoxide response (% of plate mean), % at 10 µM;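 active = superoxide response under a set limit, about three screen SD below normal, cut at about 65% in these data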;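 note: yeast aged for seven days with compound at 30 °C before DHE staining; 100% = average MFI of all compound-treated wells on the plate with controls excluded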
RPL19A-GFP yeast = RPL19A-GFP expression modulators in yeast, primary screen, cell-based, S. cerevisiae, multiplex flow cytometry, MLPCN | S. cerevisiae RPL19A-GFP strain, 3 h; hits give low values | percent response vs DMSO, % at 10 µM | actives 0.3% (n = 330,000) | AID 2025, 2009;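 active = percent response vs DMSO below 50%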;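 note: median channel GFP fluorescence of the barcoded RPL19A-GFP strain; ratio of sample median GFP to plate DMSO average so 100% = DMSO; lower means less RPL19A-GFP as with rapamycin TOR inhibition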
AHR activator = AHR activators, primary screen, cell-based, luminescence, luciferase reporter, human; Aryl hydrocarbon receptor (Homo sapiens), P35869; AHR-responsive luciferase reporter cells; activation, % at 5 µM; actives 2.5% (n = 320,000); AID 2796, 2010; in the data active = activation above about 47%;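 note: 0% = vehicle wells and 100% = reference agonist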
GASC-1 inh = inhibitors of GASC-1 histone demethylase, primary screen, biochemical, fluorescence, DELFIA europium; Lysine-specific demethylase 4C (Homo sapiens), Q9H3R0; GST-JMJD2C(1-420) H3K9me3 demethylation; inhibition, % at 2.35 µM; actives 0.069% (n = 330,000); AID 2099, 2009;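 active = more than half of a compound's replicate wells show inhibition beyond 50%, single wells judged on their own value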;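 note: signal counts dimethyl H3K9 product captured on neutravidin plate; 0% = median of DMSO wells and 100% = 0.3 times that DMSO median; strong numbers were not always called active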
Target sequence (Q9H3R0 1-420 limits assumed): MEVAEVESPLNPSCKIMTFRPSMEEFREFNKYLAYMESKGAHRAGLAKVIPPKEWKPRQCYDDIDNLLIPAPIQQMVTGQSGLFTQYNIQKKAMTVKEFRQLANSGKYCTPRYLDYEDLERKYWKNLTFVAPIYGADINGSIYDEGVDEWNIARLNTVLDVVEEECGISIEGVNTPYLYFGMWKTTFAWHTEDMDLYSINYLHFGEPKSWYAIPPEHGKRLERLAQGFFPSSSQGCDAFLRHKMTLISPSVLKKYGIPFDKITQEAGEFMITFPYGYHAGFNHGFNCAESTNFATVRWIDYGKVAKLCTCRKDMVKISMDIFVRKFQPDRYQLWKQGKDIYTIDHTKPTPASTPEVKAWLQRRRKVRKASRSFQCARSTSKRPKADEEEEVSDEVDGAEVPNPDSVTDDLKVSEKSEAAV
Starred values were filed as active, the others as inactive; . = no result given.

SMILES	procasp3 activ	MEP2 TOR yeast	procasp7 counter	LAP4-GFP MLPCN	Yeast superoxide	RPL19A-GFP yeast	AHR activator	GASC-1 inh
O=C(Nc1cccc(S(=O)(=O)N2CCCCCC2)c1)C1CC(=O)N(c2ccc3c(c2)OCCO3)C1 (stereo not drawn)	1	95	3	94	96	93	-2	-7
CN(C)C(=O)CN1C(=O)NC(c2ccccc2)(c2ccccc2)C1=O	-10	104	-2	91	103	102	-2	14
CCCN1CCC(=O)N([C@H](CSc2ccccc2)c2ccccc2)CC1	3	106	-6	97	88	98	12	-5
Cc1ccccc1N=Nc1c(N)n[nH]c1N	.	106	.	99	94	103	.	-5
CCOC(=O)c1c(NC(=O)Nc2cccc(Cl)c2)sc(C)c1C	-10	104	-1	105	110	96	2	-2
COc1cc(/C=C/C(=O)OCC(=O)Nc2ccc(C)cc2[N+](=O)[O-])ccc1O	-3	97	7	95	99	98	1	-7
CCCNC(=O)C(=O)Nc1ccc(N(C)C)cc1	0	97	-19	96	95	95	68*	-16
CO/N=C/NC(=O)NOCc1ccc(Cl)cc1Cl	5	97	9	97	103	101	7	2
O=C(Nc1nccs1)c1ccc(N2C(=O)C3CCCCC3C2=O)cc1 (stereo not drawn)	3	109	7	94	97	106	6	.
CSc1cc(-c2ccccc2)[nH]c(=O)c1C#N	4	102	6	95	105	104	2	1
COc1ccc(C(=O)/C(C#N)=N/Nc2ccc([N+](=O)[O-])cc2)cc1	-5	99	-10	114	118	105	3	.
O=C(C1CCC(CNS(=O)(=O)c2cccc3cccnc23)CC1)N1CCCC1 (stereo not drawn)	2	105	2	99	104	97	-2	-5
O=C(COC(=O)c1ccco1)c1ccc2ccccc2c1	4	95	-7	94	106	91	0	-5
CC1CCN(c2nc3c(c(=O)[nH]c(=O)n3C)n2Cc2ccccc2)CC1	2	99	2	105	98	103	-1	5
CCc1nc(SCC(=O)c2cc(C)ccc2C)n[nH]1	-19	99	-38	89	107	92	-7	7
O=C(O)CCCCCCCCc1cn(Cc2ccc(C(=O)c3ccccc3)cc2)nn1	-1	83	2	105	110	91	0	1
CN(CC(=O)NNC(=O)Cc1ccccc1F)S(=O)(=O)c1ccc(Cl)cc1	3	103	3	104	101	102	0	16
CC(C)NS(=O)(=O)c1ccc(OCC(=O)Nc2ccc3c(c2)OCCO3)cc1	2	103	10	94	86	100	0	0
O=c1c2ccccc2ncn1Cc1ccco1	-4	105	-17	109	79	106	17	-2
COc1ccc(N2CCN(C(=O)CCCn3c(=O)[nH]c4cc(Cl)ccc4c3=O)CC2)cc1	-4	105	4	98	108	101	3	-7

Ordered by value in procasp3 activ (lowest first): three from the list above.
structure	procasp3 activ	MEP2 TOR yeast	LAP4-GFP MLPCN	RPL19A-GFP yeast	AHR activator	GASC-1 inh
COc1cc(/C=C/C(=O)OCC(=O)Nc2ccc(C)cc2[N+](=O)[O-])ccc1O	-3	97	95	98	1	-7
CCCNC(=O)C(=O)Nc1ccc(N(C)C)cc1	0	97	96	95	68*	-16
CSc1cc(-c2ccccc2)[nH]c(=O)c1C#N	4	102	95	104	2	1

Next structures follow:
SMILES	procasp3 activ	MEP2 TOR yeast	procasp7 counter	LAP4-GFP MLPCN	Yeast superoxide	RPL19A-GFP yeast	AHR activator	GASC-1 inh
O=C(NC1CC1)c1ccc2c(Cl)c3c(nc2c1)CCCC3	3	96	10	102	97	105	-5	1
Cc1c(C(=O)N2CCC(Cc3ccccc3)CC2)sc2ncnc(N3CCC(C)CC3)c12	-4	98	2	93	99	102	-1	4
O=C1COc2ccc(C(=O)COC(=O)Cc3ccsc3)cc2N1	-6	102	5	107	95	99	-1	-9
Cc1cc(=O)[nH]n(CCO)c1=O	7	98	-6	101	96	98	-1	-16
CCOC(=O)Cc1cc(=O)n2[nH]c(-c3ccccc3)cc2n1	4	111	8	103	111	106	4	-16
O=Cc1cnc(N2CCCCC2)s1	6	91	4	92	106	95	2	-9
CCCCCCCc1c(O)nc(SCCN(C)C)[nH]c1=O	2	105	3	92	91	101	-1	0
CCCC(=O)N1CCCC(c2nc(-c3cccc(OC)c3)no2)C1 (stereo not drawn)	1	99	4	100	98	95	12	-6
Cc1ccc(Cn2c(=O)n(CCC(=O)NCc3ccc4c(c3)OCO4)c(=O)c3ccccc32)cc1	-1	97	3	95	103	95	-1	-2
CCOc1ccc(C(C)=O)cc1CSC(=N)N	8	101	5	98	105	94	3	-23
Cc1cc(=O)n2[nH]c(-c3ccc(F)cc3)cc2n1	-6	106	4	104	100	106	7	-1
COc1cccc(C2C(C(C)=O)=C(O)C(=O)N2Cc2ccco2)c1 (stereo not drawn)	-5	102	-4	106	100	104	7	25
CCCCOc1ccc(C(=O)N/C(=C\c2cccc([N+](=O)[O-])c2)C(=O)OCCC)cc1	4	85	-8	93	110	97	6	-5
Cc1cc(C)nc(SCC(=O)OCC(=O)Nc2nc3ccccc3s2)n1	-6	87	-1	91	95	90	22	-2
CC(Oc1ccccc1)C(=O)Nc1nnc(S(=O)(=O)N2CCCCCC2)s1 (stereo not drawn)	-4	85	5	90	94	96	2	6
O=C(NN=C1CCCC1)c1ccccc1O	2	102	0	96	106	107	23	-1
O=C(Nc1ccnn1C1CCN(C/C=C/c2ccc(F)cc2)CC1)C1CCCC1	-3	106	-8	86	92	108	1	2
COC(=O)c1c(C)oc(C)c1S(=O)(=O)N1CCOCC1	10	92	-1	109	89	98	0	-10
CC(C)(CNC(=O)c1ccccc1F)CNC(=O)c1ccccc1F	1	101	7	104	98	103	1	-3
CCCC/S(CC1CC1(Cl)Cl)=N\S(=O)(=O)c1ccc(C)cc1 (stereo not drawn)	6	91	9	91	85	91	1	8
CC(NC(=O)C(CC(=O)OC(C)(C)C)NC(=O)OC(C)(C)C)C(N)=O (stereo not drawn)	2	97	5	96	106	99	0	0
COc1ccc(C(=O)N2CCN(S(=O)(=O)c3ccc(C)cc3)CC2)cc1S(=O)(=O)N1CCOCC1	3	103	3	106	88	101	0	18
CCc1cccc(N(CC(=O)NCc2ccc(F)cc2)C(=O)c2csnn2)c1	9	101	2	102	100	96	0	1
CNc1nc(Cl)nc(Nc2ccccc2)n1	4	92	2	116	95	96	2	-3
O=C(Nc1ccon1)c1cccc(S(=O)(=O)N2CCCCC2)c1	6	101	13	100	139	103	11	7
COc1ccc(/C=C2\SC(=Nc3ccccc3OC)NC2=O)cc1	-11	96	3	105	102	103	5	17
CCCCNC(=O)CCn1c(=S)[nH]c2cc3c(cc2c1=O)OCO3	7	102	-5	106	99	99	4	1
CN1CCN(c2ccc(S(=O)(=O)N3CCCCC3)cc2NC(=O)Cc2ccc(Cl)cc2)CC1	2	89	5	81	95	102	10	14
Nc1nc2ccccc2n1C(=O)CCc1ccccc1	0	98	4	88	91	92	39	-1
CCCN(CC(=O)Nc1ccccc1C)C(=O)c1ccc(-c2ccc(C(C)=O)cc2)o1	-5	99	1	109	102	99	10	10
COc1cccc(CN2C(=O)[C@@H]3Cc4c([nH]c5ccccc45)C(C)(C)N3C2=O)c1	-2	95	2	133	125	99	2	-3
Cc1cc(=O)oc2cc(OCC#N)ccc12	4	109	4	105	91	99	2	-1
CC(C)c1ccc(NC(=O)NCc2ccc3c(c2)OCO3)cc1	1	99	-1	90	99	99	11	3
CCOC(=O)c1ccc(Nc2nnc3nc(C)cc(C)n23)cc1	-6	89	-7	87	79	89	3	0
CC1CCC(N2CC(=O)N(Cc3ccc4c(c3)OCO4)C(c3ccc(F)cc3)C2=O)CC1 (stereo not drawn)	1	102	9	88	94	102	0	22
COc1ccc(-n2c(=S)[nH]c3cc(C(=O)Nc4ccc(C)c(F)c4)ccc3c2=O)c(OC)c1	2	104	2	96	96	102	1	-8
CC(=O)NC12CC3CC(C1)CC(C(=O)OCC(=O)c1ccc4c(c1)OCCO4)(C3)C2	8	103	-7	106	106	98	-1	2
CC1CCN(C(=O)CSc2nc3[nH]ncc3c(=O)[nH]2)CC1	0	92	1	81	95	103	1	3
Cc1nccn1CC(=O)N/N=C/c1cccc(O)c1	-2	103	-3	91	101	98	1	-2
CC(C)NC(=O)CSc1nc2ccccc2c(=O)n1CCCOC(C)C	3	103	-9	98	88	97	0	-2

The list goes on, overlapping the part above by two compounds.
SMILES	procasp3 activ	MEP2 TOR yeast	procasp7 counter	LAP4-GFP MLPCN	Yeast superoxide	RPL19A-GFP yeast	AHR activator	GASC-1 inh
Cc1nccn1CC(=O)N/N=C/c1cccc(O)c1	-2	103	-3	91	101	98	1	-2
CC(C)NC(=O)CSc1nc2ccccc2c(=O)n1CCCOC(C)C	3	103	-9	98	88	97	0	-2
CCOC(=O)N1CCN(c2ncnc3nc[nH]c23)CC1	0	97	-1	94	104	102	-4	18
CCc1ccccc1NC(=O)C1CCN(C(=O)N2CCOc3ccccc32)CC1	9	102	0	120	106	98	-2	-5
O=C1N=C(c2ccccc2)C(c2ccccc2)N1 (stereo not drawn)	-5	106	-4	97	99	98	-3	-3
O=C(Oc1ccc(C(=S)N2CCOCC2)cc1Br)c1ccccc1F	-11	99	-21	91	97	97	0	6
COc1ccc(S(=O)(=O)NCCC(=O)NC(C)c2ccccc2)cc1 (stereo not drawn)	3	103	10	96	105	.	-2	-2
O=c1c2sccc2nc(SCc2cc(=O)n3cc(Cl)ccc3n2)n1Cc1ccccn1	-2	116	-3	116	112	95	10	-243
Cc1ccc(C(=O)Nc2cccnc2)cc1S(=O)(=O)N1CCCCC1	2	96	2	96	91	97	29	-13
Cn1c(CS/C(N)=N/N=C/c2ccccc2)c(Br)c(=O)n1-c1ccccc1	-24	102	-18	101	103	94	14	8
CCOC(=O)C(C(=O)OCC)c1c([N+](=O)[O-])c(=O)n2c3c(cccc13)CCC2	0	97	1	85	111	99	2	1
CCCN1C(=O)C2(C(C(=O)c3ccc(C)o3)=C(O)C(=O)N2CCCOC)c2ccccc21 (stereo not drawn)	-11	99	-2	98	111	104	-2	-4
CCC(=O)Nc1nc(-c2ccccc2)ns1	-1	85	6	109	109	91	102*	2
COc1ccc(CN(Cc2cccn2C)S(=O)(=O)c2ccc(C)cc2)cc1	-11	97	2	109	96	96	0	-2
CN1CCN(C(=O)c2ccc(N(Cc3ccc(Cl)cc3)S(C)(=O)=O)cc2)CC1	-3	90	8	88	126	89	1	-4
Cc1nnc(SCc2nnc(-c3cccs3)o2)n1C1CCCCC1	1	92	2	100	104	94	0	-2
COCCn1c(SCC(=O)N2CCCCC2)nc2c(c1=O)SC(C)C2 (stereo not drawn)	2	101	-1	128	98	101	-1	1
COc1ccc(C2C(=O)c3ccccc3C2=Nc2ccc(Br)cc2)cc1 (stereo not drawn)	3	97	10	105	105	97	8	-3
